TLR4-MyD88 BLA: blocks binding of human TLR4 to MyD88; O00206+Q99836; HeLa CL3-4 TLR4/MyD88 BLA complementation, FRET ratio; inhibition, % at 8.4 µM; 0.18% of 200,000 active; in the data active = inhibition above about 25%;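 also: 0% = vehicle and 100% = reference inhibitor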
Target sequence (O00206 whole entry, looked up): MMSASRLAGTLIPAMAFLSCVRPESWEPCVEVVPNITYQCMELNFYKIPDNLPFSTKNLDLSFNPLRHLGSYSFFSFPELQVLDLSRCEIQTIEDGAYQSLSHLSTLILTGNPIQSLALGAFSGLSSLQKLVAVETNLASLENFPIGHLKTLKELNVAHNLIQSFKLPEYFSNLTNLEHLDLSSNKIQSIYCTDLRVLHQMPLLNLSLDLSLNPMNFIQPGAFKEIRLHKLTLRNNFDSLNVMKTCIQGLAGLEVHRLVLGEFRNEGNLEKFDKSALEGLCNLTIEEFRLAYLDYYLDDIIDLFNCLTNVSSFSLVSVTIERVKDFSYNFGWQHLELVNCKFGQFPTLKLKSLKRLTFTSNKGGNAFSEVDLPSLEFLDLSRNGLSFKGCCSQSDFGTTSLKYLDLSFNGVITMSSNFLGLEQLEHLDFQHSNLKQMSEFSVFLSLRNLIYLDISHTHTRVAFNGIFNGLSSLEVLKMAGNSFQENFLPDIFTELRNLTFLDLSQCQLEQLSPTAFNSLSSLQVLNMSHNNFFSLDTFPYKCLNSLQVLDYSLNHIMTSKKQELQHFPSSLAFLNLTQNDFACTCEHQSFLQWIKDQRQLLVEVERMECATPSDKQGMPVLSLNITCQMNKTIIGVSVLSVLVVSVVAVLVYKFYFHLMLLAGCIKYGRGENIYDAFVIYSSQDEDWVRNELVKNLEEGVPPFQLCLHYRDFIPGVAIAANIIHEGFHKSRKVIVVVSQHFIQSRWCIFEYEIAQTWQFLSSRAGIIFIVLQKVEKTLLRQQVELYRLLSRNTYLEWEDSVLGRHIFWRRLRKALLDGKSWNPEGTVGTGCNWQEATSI
Target sequence (Q99836 whole entry, looked up): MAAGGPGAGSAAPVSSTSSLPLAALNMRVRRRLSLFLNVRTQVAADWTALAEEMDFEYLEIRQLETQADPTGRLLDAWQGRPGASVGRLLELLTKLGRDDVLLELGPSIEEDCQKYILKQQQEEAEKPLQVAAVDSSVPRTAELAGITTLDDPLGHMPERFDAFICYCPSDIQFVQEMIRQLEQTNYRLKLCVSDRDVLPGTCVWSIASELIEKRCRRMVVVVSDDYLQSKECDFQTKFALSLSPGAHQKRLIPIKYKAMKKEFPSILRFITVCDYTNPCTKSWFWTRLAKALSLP
G6PDH counter: L. mesenteroides G6PDH inhibition counter-screen | Purified L. mesenteroides G6PDH, diaphorase/resazurin coupled fluorescence, 45 min | inhibition, % at 5 µM | 0.12% of 200,000 active | AID 1020; in the data active = inhibition above about 50%
APP transl inh: APP translation inhibition; 0.82% of 190,000 active; inhibition, % at 2 µM; SH-SY5Y APP 5'UTR-luciferase reporter, luminescence;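 active = inhibition above a set limit, derived from the sample mean plus 3 SD, cut at about 45% in these data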; also: values of inactives mirror those of a sister screen read the other way
APP 5'UTR act: activates APP 5'UTR luciferase reporter. SH-SY5Y APP 5'UTR luciferase reporter, luminescence; zero percent = DMSO vehicle wells. activation, % at 2 µM. 1% of 190,000 active. AID 1276;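 active = activation above a set limit, based on mean plus 3 SD of controls, cut at about 140% in these data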; also: values of inactives mirror those of a sister screen read the other way
FLuc inhib CS: inhibits firefly luciferase, flagging false hits in luciferase inhibition screens; P08659; ATPLite firefly luciferase biochemical luminescence, 10 min; inhibition, % at 10 µM; 1.5% of 200,000 active;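 active = inhibition above about 50% when tested at 10 µM, limit read from the data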
FLuc stim CS: firefly luciferase counter-screen for stimulation assays; P08659; activation factor at 10 µM; ATPlite luciferase biochemical, luminescence, 10 min; 0 = ATP-free wells, 1 = DMSO control; 200,000 tested, under 10 active; AID 1027;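 active = luciferase activation factor, scaled between plate controls, of at least 2 with compound at 10 µM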
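test system = cell-free luciferase reagent | medium = PBS as buffer for the ATP substrate | dosing = test compounds dosed from 2 mM stocks in 100% DMSO | incubation = 10 min at ambient temperature | detection = luminescence measurement of luciferase light output | benchmarks = low control with PBS replacing ATP, high control enzyme plus ATP without compound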
NF-kB neuron act: raises NF-kB expression in human neuronal cells; 1.6% of 190,000 active; fold change at 12.5 µM; AID 1239; NF-kB reporter expression; hits give high values; in the data active = fold change above about 3.3
STAT1 act: activators of IFN-gamma induced STAT1 signaling | NIH 3T3 STAT1-luciferase reporter, luminescence; 100% = IFN-gamma alone, no compound | AID 932 | activation (% of control), % at 5.5 µM | 2.6% of 200,000 active;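 active = activation above the screen-wide mean activation plus 3 SD, cut at about 130% in these data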;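 also: raw ratio to IFN-gamma control signal so 100% means no change and 0% no light; values of inactives mirror those of a sister screen read the other way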
Diaph inh CS: inhibits diaphorase or chemically oxidizes, flagging diaphorase assay artifacts | 0.69% of 190,000 active | diaphorase resazurin-to-resorufin fluorescence, NADH, 16 min; bacterial (C. kluyveri) enzyme, not human | AID 1217 | inhibition, % at 20 µM;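 active = primary screen inhibition at 20 µM above a set limit, cut at about 50% in these data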;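 also: plate controls were DMSO with full reaction for no effect and wells lacking NADH for full effect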
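Assay system – diaphorase enzyme from Clostridium kluyveri · Amount – diaphorase 0.14 U/mL (working solution) · Times – reaction incubation of 16 min at room temperature · Controls – No-NADH positive control and DMSO neutral control · Signal – resorufin fluorescence 544/590 nm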
Diaphorase act: activates diaphorase or chemically reduces, flagging diaphorase assay artifacts. Diaphorase/resazurin coupled assay, resorufin fluorescence, 16 min; hits give high values; 1 = vehicle wells, 0 = NADH-free wells. activation factor at 20 µM. 0.005% of 190,000 active;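 active = diaphorase activity raised at least twofold by the compound at 20 µM; inactive = activation factor below 2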
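Material: Clostridium kluyveri diaphorase, purified enzyme; Quantity: enzyme 0.07 U/mL final; Medium: HEPES pH 7.4 buffer with MgCl2 and Tween 20; Dosing: single compound dose of 20 µM, 1% DMSO final; Schedule: 16 min reaction at room temperature; Measured by: red resorufin fluorescence at 544/590 nm excitation/emission.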
* hit, by the source's call; . = not tested or not shown.

The first 4 entries, to show the layout:
item	Compound	TLR4-MyD88 BLA	G6PDH counter	APP transl inh	APP 5'UTR act	FLuc inhib CS	FLuc stim CS	NF-kB neuron act	STAT1 act	Diaph inh CS	Diaphorase act
1	COc1ccc(C(=O)CSc2nnc(CNC(=O)c3ccc(OC)cc3)n2C)cc1	-13	-12	-13	13	-1	1	1	99	13	0.9
2	COC(=O)c1ccc2c(=O)n(-c3ccccc3)c(SCN3C(=O)c4ccccc4C3=O)nc2c1	9	4	8	-8	-2	1	1.1	96	16	0.8
3	O=c1c(Cl)c(N2CCN(c3ccccc3)CC2)cnn1C12CC3CC(CC(C3)C1)C2	0	-1	-25	25	-2	1	1.2	93	7	0.9
4	O=C(Nc1ccccc1)c1ccc(CN2CCC(Cc3ccccc3)CC2)cc1	4	.	-12	12	.	.	.	97	.	.

Main list, repeating the preview:
item	Compound	TLR4-MyD88 BLA	G6PDH counter	APP transl inh	APP 5'UTR act	FLuc inhib CS	FLuc stim CS	NF-kB neuron act	STAT1 act	Diaph inh CS	Diaphorase act
1	COc1ccc(C(=O)CSc2nnc(CNC(=O)c3ccc(OC)cc3)n2C)cc1	-13	-12	-13	13	-1	1	1	99	13	0.9
2	COC(=O)c1ccc2c(=O)n(-c3ccccc3)c(SCN3C(=O)c4ccccc4C3=O)nc2c1	9	4	8	-8	-2	1	1.1	96	16	0.8
3	O=c1c(Cl)c(N2CCN(c3ccccc3)CC2)cnn1C12CC3CC(CC(C3)C1)C2	0	-1	-25	25	-2	1	1.2	93	7	0.9
4	O=C(Nc1ccccc1)c1ccc(CN2CCC(Cc3ccccc3)CC2)cc1	4	.	-12	12	.	.	.	97	.	.
5	Cc1ccc(NC(=O)CC2S/C(=N/c3nccs3)N(C)C2=O)cc1C (centres undefined)	20	1	-1	1	-5	1	1.1	104	5	1
6	O=C(Nc1cccc(NC(=O)c2ccc(-c3ccc(Br)cc3)o2)c1)c1ccco1	20	0	7	-7	9	0.9	0.7	106	18	0.8
7	Cc1ccc2cc(CN(CCCN3CCOCC3)C(=O)NC3CCCCC3)c(=O)[nH]c2c1C	14	.	-13	13	.	.	1.2	105	.	.
8	Cc1ccc(NC(=O)CSc2n[nH]c(-c3ccco3)n2)cc1	-5	6	12	-12	4	1	1.2	97	.	.
9	Cc1ccc(-n2ncc3c(=O)n(Cc4cccnc4)cnc32)cc1	-8	11	-4	4	-6	1.1	1.2	101	13	0.9
10	O=C(Cc1ncc(C(F)(F)F)cc1Cl)N1CCN(c2ccccn2)CC1	9	0	2	-2	0	1	0.99	99	-3	1
11	COC(=O)CCSCC(=O)Nc1cc(C)on1	9	0	6	-6	-3	1	0.92	106	9	0.9
12	Fc1ccc(COc2ccccc2CNc2nn[nH]n2)cc1	-2	2	-3	3	-7	1.1	1.2	87	12	0.9
13	O=C(NC1CC1)c1ccc2c(Cl)c3c(nc2c1)CCCC3	-4	5	-22	23	43	0.6	1.3	98	22	0.8
14	CC1CCN(C(=O)COC(=O)c2ccc(Br)o2)CC1	0	8	-17	17	6	0.9	1.7	112	-1	1
15	OC(c1ccccn1)C1CCN(Cc2nc(C(c3ccccc3)c3ccccc3)no2)CC1 (centres undefined)	10	4	0	0	-7	1.1	0.88	101	13	0.9
16	COc1cc(/C=C/c2cc(C(=O)O)c3ccccc3n2)cc(OC)c1O	14	13	12	-12	38	0.6	0.94	101	32	0.7
17	COc1ccc(-c2cc3nc(-c4ccccc4)cc(N4CCCC(O)C4)n3n2)cc1 (centres undefined)	-10	17	-15	15	-6	1.1	0.41	108	26	0.7
18	CCOC(=O)c1[nH]c(C)c(C(=O)OCC(=O)NC(=O)NC(C)(C)C)c1C	5	3	-4	4	-7	1.1	1.1	103	1	1
19	Cn1nc(C(F)(F)F)c(C(=O)Nc2ccc(F)cc2F)c1Sc1ccc(Cl)cc1	-4	4	.	.	-6	1.1	1.1	92	25	0.8
20	COc1ccc(-c2ccc(CCC(=O)O)n2C(C)C)cc1	-4	-5	1	-1	-4	1	0.82	105	21	0.8
21	N=c1c2c(-c3ccccc3)c(-c3ccccc3)n(Cc3ccccc3)c2ncn1CCCO	1	10	77*	-77	-3	1	0.77	102	12	0.9
22	COc1cccc(C(=O)NNC(=O)c2ccccc2-n2cccc2)c1	8	-1	2	-2	-3	1	0.9	98	7	0.9
23	O=C(c1ccc2c(=O)n(-c3ccccc3)c(=S)[nH]c2c1)N1CCCCC1	-10	0	-2	3	-3	1	1.2	76	27	0.7
24	COCCN(Cc1nc(C2(c3ccc(C)cc3)CCCC2)no1)C(C)C	8	12	7	-7	-8	1.1	1.3	99	14	0.9
25	Cc1cccc(C)c1-n1c(SCC(=O)N2CC(=O)Nc3ccccc32)nc2ccccc2c1=O	-6	-4	-2	2	-2	1	0.68	105	29	0.7
26	COc1cc(C(=O)N/N=C/c2ccc(OC(=O)N3CCOCC3)cc2)cc(OC)c1OC	-4	3	61*	-61	-2	1	1.5	104	9	0.9
27	CC(C)CC(=O)NC(=S)NCc1ccccc1	-16	11	-10	10	-4	1	1	103	16	0.8
28	Cn1c(CCNC(=O)C2CCCCC2)nc2cc(NC(=O)c3cccs3)ccc21	3	-2	-12	12	-1	1	1.1	102	2	1
29	COCCNC(=O)CSc1ncnc2sccc12	5	7	11	-11	-4	1	0.93	102	12	0.9
30	Cc1nc(C)c(C(=O)C2=C(O)C(=O)N(CCN3CCOCC3)C2c2ccco2)s1 (centres undefined)	-2	-6	4	-4	-6	1.1	1.1	84	13	0.9
31	CCCCn1c(SCC(=O)N2CC(C)CC(C)C2)nc2cc(S(N)(=O)=O)ccc21 (centres undefined)	2	11	-1	1	-4	1	1.2	99	22	0.8
32	CSc1nc(N(C)NC(=O)c2ccc(F)cc2)c2ccccc2n1	3	-20	95*	-95	-3	1	2	105	11	0.9
33	CCOC(=O)c1c(C)[nH]c(C(=O)OCC(=O)N2CCc3ccccc32)c1C	-11	-2	13	-13	4	1	1.1	106	10	0.9
34	O=C1c2ccccc2S(=O)(=O)N1CCOc1ccc(F)cc1	-13	3	-11	11	2	1	0.91	107	18	0.8
35	C=C1C(=O)C=C2CN(C(=O)c3ccccc3)[C@@](Cc3ccc(F)cc3)(C(=O)OC)[C@@H]12	-8	10	96*	-96	-12	1.1	0.14	87	6	0.9
36	CC(=O)Nc1ccc(S(=O)(=O)N2CCN(Cc3ccccc3[N+](=O)[O-])CC2)cc1	-1	10	13	-13	-2	1	0.79	94	9	0.9
37	C#Cc1ccc([C@@H]2C=C(C(=O)NCc3ccccc3)O[C@H](OCC)[C@H]2CCCO)cc1	-1	3	23	-23	-2	1	0.87	91	27	0.7
38	Cc1nn(C)c(C)c1NC(=O)C12CC3CC(CC(C3)C1)C2	-11	2	-4	4	1	1	1.1	100	4	1
39	CCNc1nc(NC(C)(C)C)nc(SCC(N)=O)n1	15	12	-22	22	-3	1	0.98	97	13	0.9
40	O=C(Nc1cccc2ccccc12)C1CCN(C(=O)Cc2ccccc2)CC1	0	1	11	-11	-4	1	1.1	91	-10	1.1
41	CCOC(=O)N1CCC(NC(=O)C2CCN(S(=O)(=O)c3c(C)noc3C)CC2)CC1	0	6	-9	9	-2	1	1.3	99	-4	1
42	COc1ccc2c(c1)O[C@@H](c1ccc3c(c1)OCO3)[C@H](OC(=O)Nc1cc(OC)c(OC)c(OC)c1)C2=O	-9	21	-7	7	-7	1.1	1.4	102	16	0.8
43	CC(=O)Nc1nonc1NC(C)=O	-6	-1	4	-4	-5	1	1.1	103	26	0.7
44	COc1ccc(CCNC(=O)C/C(C)=N/NC(=O)C2CCCCC2)cc1OC	-3	12	10	-10	-6	1.1	1.2	104	2	1
45	CCN(C(=O)CSC1=Nc2ccccc2C2CC=NN12)C1CCS(=O)(=O)C1 (centres undefined)	-7	-5	-5	5	0	1	.	102	1	1
46	O=C(CSc1nnnn1-c1cccc(C(=O)O)c1)NC(c1ccccc1)c1ccccc1	-16	7	-10	10	-11	1.1	.	103	18	0.8
47	CCNc1cc(N2CCOCC2)nc(SC)n1	0	7	16	-16	0	1	1.4	101	13	0.9
48	O=S(=O)(c1ccc(F)cc1)c1nc(-c2ccc(F)cc2)oc1NCCN1CCOCC1	-1	9	9	-9	-4	1	1.1	106	2	1
49	COc1coc(C(O)C[N+](=O)[O-])cc1=O (centres undefined)	-22	5	13	-13	-2	1	1.1	95	12	0.9
50	Cc1ccc(OCC(=O)Nc2ccc3c(c2)nc2n3CCOC2)cc1	16	0	-4	5	-2	1	1.1	107	12	0.9
51	O=C(c1ccc(COc2ccc(F)cc2)o1)n1cccn1	1	1	0	0	0	1	1.5	112	12	0.9
52	CC(CCc1ccccc1)N1CCN(Cc2ccccc2)CC1 (centres undefined)	7	-2	-4	4	-6	1.1	0.95	100	19	0.8
53	O=C(NCCO)c1cccc(S(=O)(=O)N2CCCCC2)c1	2	-1	-1	1	-4	1	1.1	98	12	0.9
54	NC(=O)C1CCN(CC(=O)Nc2ccccc2Sc2ccccc2)CC1	7	12	4	-4	-1	1	1.1	100	8	0.9
55	CCC(=O)Nc1cccc(NC(=O)CSc2nnnn2Cc2ccccc2)c1	2	4	2	-2	-4	1	1.1	98	12	0.9
56	COc1ccc(CNC(=O)CCN2C(=S)NC(C)(C)CC2C)cc1 (centres undefined)	-11	-2	4	-4	-7	1.1	1.1	102	7	0.9
57	COc1ccc(OC)c(NC(=O)/C=C/c2ccccc2[N+](=O)[O-])c1	5	-4	-29	29	2	1	0.67	99	21	0.8
58	COc1ccc(OC)c(S(=O)(=O)Nc2ccc(O)c3ccccc23)c1	-6	-1	14	-14	-3	1	0.54	91	14	0.9
59	Cc1ccccc1Cn1nc(C)c(NC(=O)C(F)(F)F)c1C	14	6	-12	12	-5	1.1	0.98	112	6	0.9
60	CCOC(=O)C1=NNC2(c3ccc(C)cc3)C(=O)N(c3ccc(Cl)cc3)C(=O)C12 (centres undefined)	-9	0	-17	17	-5	1	1.1	89	30	0.7

Later entries.
item	Compound	TLR4-MyD88 BLA	G6PDH counter	APP transl inh	APP 5'UTR act	FLuc inhib CS	FLuc stim CS	NF-kB neuron act	STAT1 act	Diaph inh CS	Diaphorase act
61	O=C(NC1CC1)c1ccc2c(c1)ncn2C1CCCC1	-8	10	-7	7	6	0.9	1.6	127	2	1
62	Cn1c(=O)[nH]c(=O)c2[nH]c(NCCCN3CCOCC3)nc21	-7	1	-16	16	-1	1	1.4	100	12	0.9
63	COCCCNC(=O)C(=O)N/N=C/c1cc2c(cc1Br)OCO2	-6	11	-6	6	-1	1	1.2	98	2	1
64	COc1cc(CC(NC(C)=O)C(=O)NC2CCN(C(=O)Nc3ccccc3Cl)CC2)cc(OC)c1 (centres undefined)	-13	6	-3	3	-4	1	1	102	-3	1
65	CCCC[n+]1ccn(C2=C([O-])c3ccccc3C(=O)/C2=N\S(=O)(=O)c2ccc(Br)cc2)c1	-15	48	28	-28	2	1	1.2	101	-19	1.2
66	CNc1cnn(-c2ccc(C)cc2)c(=O)c1Sc1ccc(C)cc1	-18	-6	-7	7	-8	1.1	0.9	102	-2	1

Source: PubChem BioAssay
